# High-throughput results: PubChem BioAssay, several laboratories
# PfHsp40 rescue – rescue of PfHsp40-mediated yeast toxicity | S. cerevisiae expressing PfHsp40, growth rescue, ATP luminescence | growth rescue, % at 12.5 µM | hit rate 0.68% among 340,000; in the data active means growth rescue above about 28%, passing the limit was not always enough; inconclusive means no clear call, values can overlap the other calls;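 further: yeast W303a lacking pdr1 and pdr3 grown in galactose medium; growth measured after three days at 30 °C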
# SSB-PriA inh – inhibitors of Klebsiella pneumoniae PriA binding to SSB C-terminal tail. AlphaScreen SSBct-PriA binding, biotinylated peptide. inhibition, % at 33 µM. hit rate 0.6% among 430,000; in the data active means inhibition mostly above about 37%, no sharp cut-off; inactive means mostly below about 20%;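 further: plate controls were negative control peptide for no effect and reference peptide for full effect; strong numbers were not always called active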
# MazF activator – activators of E. coli MazEF toxin-antitoxin RNase; P0AE70; FAM/BHQ RNA-DNA oligo cleavage fluorescence, 5 h; activation, % at 20 µM; hit rate 0.32% among 350,000; in the data active means activation above about 50%
# Target sequence (P0AE70 whole entry, looked up): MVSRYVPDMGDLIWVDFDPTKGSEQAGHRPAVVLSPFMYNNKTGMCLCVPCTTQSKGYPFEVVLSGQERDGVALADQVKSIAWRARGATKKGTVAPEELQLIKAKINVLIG
# Yp Topo-I inh – blocks Yersinia pestis topoisomerase I activity. Y. pestis Topo-I cleavage product accumulation, plate reader. activity, % at 10 µM. hit rate 0.064% among 360,000; in the data active means activity above about 50%, passing the limit was not always enough; inconclusive means no clear call, values can overlap the other calls; further: inactives centre near 2
# VHR inh abs – inhibitors of human VHR1 phosphatase (DUSP3); P51452; recombinant VHR phosphatase, pNPP absorbance; inhibition, % at 13.3 µM; hit rate 0.52% among 290,000; in the data active means inhibition above about 50%; further: some compounds called inactive have numbers as strong as hits
# Target sequence (P51452 whole entry, looked up): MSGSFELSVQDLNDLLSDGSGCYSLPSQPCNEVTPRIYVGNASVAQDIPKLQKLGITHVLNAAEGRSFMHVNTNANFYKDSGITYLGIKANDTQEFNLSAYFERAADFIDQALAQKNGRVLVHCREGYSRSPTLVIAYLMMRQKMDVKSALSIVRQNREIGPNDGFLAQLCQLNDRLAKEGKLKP
# Rv3671c inh – inhibitors of M. tuberculosis serine protease Rv3671c | hit rate 0.048% among 320,000 | inhibition, % at 5.96 µM | AID 2606; in the data active means inhibition above about 38%;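 further: extracellular domain of Rv3671c used as enzyme; 0% = enzyme with DMSO and 100% = no enzyme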
# Target sequence (P9WHR9 whole entry, looked up, the tested form may be a part): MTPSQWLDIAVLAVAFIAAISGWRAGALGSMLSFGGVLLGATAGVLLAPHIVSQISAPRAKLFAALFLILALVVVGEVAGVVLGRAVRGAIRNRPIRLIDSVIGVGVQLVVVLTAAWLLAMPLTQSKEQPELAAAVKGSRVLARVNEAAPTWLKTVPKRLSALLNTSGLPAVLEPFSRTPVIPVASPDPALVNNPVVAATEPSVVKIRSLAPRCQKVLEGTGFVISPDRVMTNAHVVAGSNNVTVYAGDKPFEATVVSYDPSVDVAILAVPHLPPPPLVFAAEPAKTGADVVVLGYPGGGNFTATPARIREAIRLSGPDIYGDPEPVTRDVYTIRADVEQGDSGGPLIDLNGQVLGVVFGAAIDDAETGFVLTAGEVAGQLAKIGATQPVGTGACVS
# Anthrax LF prot – inhibitors of Bacillus anthracis lethal factor protease | hit rate 0.12% among 360,000 | inhibition, % at 10 µM | multiplex microsphere protease cleavage assay, LF | P15917; in the data active means inhibition above about 30%; inconclusive means no clear call, values can overlap the other calls; further: plate controls were buffer without enzyme for full effect and enzyme alone for no effect
# BH1578 lux ind – induces V. cholerae light production without autoinducers; hit rate 0.16% among 350,000; V. cholerae BH1578 lux reporter, luminescence, 6 h; activation, % at 18.7 µM; in the data active means activation mostly above about 9.7%, no sharp cut-off; inconclusive means no clear call, values can overlap the other calls; inactive means mostly below about 3.7%; further: not every result past the cut was called active; inactives centre near 0; reference of the scale not given here
# 3CLpro inhibitor – SARS-CoV 3CLpro protease inhibition; recombinant SARS-CoV 3CLpro, quenched FRET peptide cleavage; hit rate 0.14% among 290,000; P0C6X7; AID 1706; inhibition, % at 6 µM; in the data active means inhibition above about 12%
# TcdB GH inh – blocks C. difficile toxin B glycohydrolase activity; P18177; TcdB glycohydrolase enzymatic assay, plate reader; inhibition, % at 9.99 µM; hit rate 0.24% among 350,000; AID 652162; in the data active means inhibition above about 10%
# * marks the source's active call; other numbers are inactive results; i = inactive; ? = inconclusive; / = not tested or not shown. An excerpt; rates above refer to the full screens.
SMILES,PfHsp40 rescue,SSB-PriA inh,MazF activator,Yp Topo-I inh,VHR inh abs,Rv3671c inh,Anthrax LF prot,BH1578 lux ind,3CLpro inhibitor,TcdB GH inh
CCC(C)N(C(=O)c1csnn1)C(C(=O)NC(C)(C)C)c1ccccc1 (stereo unspecified),-0.3,-10,-3,-5,-2,0,0,i,4,/
COc1cccc(/C=N/NC(=O)C(=O)NCc2cccnc2)c1,-1.4,/,4,4,26,-1,0,i,-1,/
Cc1cccc(NC(=O)CN(C)S(=O)(=O)c2ccc3c(c2)n(C)c(=O)c(=O)n3C)c1C,-1.1,-14,-3,-2,10,-2,-2,i,-7,-2.8
c1ccc(N2CCN(Cc3ccc4c(c3)OCO4)CC2)nc1,/,-7,-3,2,/,0,18,-0.6,/,1.4
Cc1cccc(C(=O)N2CCCCCC2)c1,-0.6,2,8,12,33,-3,-3,i,-4,/
Cc1cc(C(=O)NC2CC(C)(C)Cc3c2cnn3-c2ccccc2C)c(C)o1 (stereo unspecified),0.0,5,-1,22,27,-6,2,-3.4,4,-0.6
CCOc1ccc(C(=O)CN2C(=O)NC3(CCCc4ccccc43)C2=O)cc1 (stereo unspecified),/,/,4,6,/,/,-5,-0.8,/,2.0
CC(C)c1ccc(NC(=O)[C@@H]2CCC(=O)N2C2OC(=O)c3ccccc32)cc1 (stereo partly specified),-0.6,-5,7,-4,8,3,-8,-0.3,-1,-1.1
Cc1nc2ccccc2nc1N1CCCCC1,-0.4,-29,-8,2,8,/,-1,-1.2,-6,/
COC(=O)c1cc(=O)n(CCc2ccccc2)c(=Nc2ccc(F)cc2)s1,-0.7,6,4,21,15,-4,-2,-0.2,-6,-0.4
CCOC(=O)C(C)c1nc2ccccc2[nH]c1=O (stereo unspecified),0.3,-5,2,1,1,-3,-1,-0.6,1,0.4
COc1ccccc1-c1nnc(NC(=O)c2ccccc2F)o1,-0.4,-8,12,0,29,12,2,-0.2,-3,4.8
c1ccn2cc(-c3ccc4c(c3)OCCO4)nc2c1,-2.8,7,5,6,2,-7,-2,0.4,-2,2.9
COc1cc(NC(=O)C2CC(c3c(F)cccc3Cl)=NO2)c(OC)cc1Cl (stereo unspecified),1.1,-10,1,10,4,-9,5,0.5,5,0.6
CC[n+]1oc(-c2ccccc2)cc1C,-0.2,-21,1,5,15,10,-1,-0.3,-1,1.4
COc1ccc(C/C(C)=N/NC(=S)Nc2ccccc2)cc1,0.1,/,4,0,-4,-1,0,-0.3,-3,1.4
Cc1cc(Cl)ccc1OC(C)C(=O)NC(C)C1CCCO1 (stereo unspecified),-2.1,-7,2,-7,-21,2,-2,-0.3,3,1.3
CN1C(=O)C(C)(C)c2cc(S(=O)(=O)N3CCCC(C(=O)NCc4ccc(F)cc4)C3)ccc21 (stereo unspecified),-0.2,-12,8,14,13,5,-5,-0.2,-1,0.2
CCNC(=O)CN(c1ccccc1)S(=O)(=O)c1ccc(Cl)cc1,0.7,-8,12,8,9,4,-2,-0.2,7,-0.5
CCS(=O)(=O)N1Cc2ccccc2CC1C(=O)Nc1ccc(OC)c(OC)c1 (stereo unspecified),1.1,-6,2,-9,32,-2,0,-0.2,0,1.1
Cc1cccn2c(=O)c3cc(C(=O)NC(C)c4ccccc4)c(=N)n(CCCn4ccnc4)c3nc12 (stereo unspecified),1.0,17,9,-1,27,-10,1,i,-4,1.0
CCCCN1C(=O)C2ON(c3ccccc3C)C(c3ccco3)C2C1=O (stereo unspecified),5.8,-21,-4,2,-6,3,-7,-0.4,5,9.8
CCCC1(CC(C)C)C(=O)NC(=S)NC1=O,-0.9,2,5,5,/,/,-4,i,/,1.0
O/N=C(/CCc1ccccc1)C1(O)CCCCC1,0.1,/,-3,2,14,-3,2,i,-2,-0.8
O=C(CCN1C(=O)/C(=C\c2ccccc2F)SC1=S)N1CCOCC1,/,/,-11,0,/,/,3,i,/,0.2
COc1ccc(C2=NOC(C(=O)Nc3ccc4c(c3)OCCO4)C2)cc1OC (stereo unspecified),0.0,5,9,4,-2,-17,-3,-10,-2,1.9
CC(C)Cn1c(=S)[nH]c2cc(Cl)ccc21,0.1,2,-4,4,2,-3,-6,i,1,3.1
Nc1ccc(-c2ccc(N)cc2C(F)(F)F)c(C(F)(F)F)c1,1.2,2,4,-5,8,-3,0,-0.4,0,/
Nc1ccc(S(=O)(=O)N2CCCCC2c2cccnc2)cc1 (stereo unspecified),-0.2,-2,7,3,-13,-8,-15,-0.2,-3,3.6
CC(C)OC(=O)c1nnn(-c2nonc2N)c1CN1CCCCCC1,-1.2,-3,3,7,5,-7,-3,i,1,/
O=C(CN1C2=NCCCN2c2ccccc21)c1cccs1,-1.1,-4,-1,-3,19,2,2,-0.6,3,/
COc1cccc2cc(C(=O)N3CCN(C(=O)c4ccccc4)CC3)c(=O)oc12,0.3,-17,-4,11,3,0,-3,/,-4,/
COc1ccc(-c2nc3c4ccccc4ccn3c2CN2CCCCC2)cc1OC,0.1,-3,8,11,31,0,1,0.2,-3,1.5
C=CCn1c(SCC(=O)Nc2ccc(Cl)cn2)nnc1C1CC1,-0.5,-6,2,6,-20,-2,-3,i,0,2.5
COc1ccccc1N(C(=O)Cn1nnc2ccccc21)C(C(=O)NCc1ccco1)c1ccc(C)o1 (stereo unspecified),1.4,5,2,3,10,0,-7,-1.0,20*,/
CO/N=C/c1ccc(N2CCN(C(=O)c3cccc(Cl)c3)CC2)c([N+](=O)[O-])c1,-1.4,/,-2,0,29,5,-3,i,-2,/
NCCCC[C@H]1CNC(=S)N1CC1(c2ccccc2)CC1,-0.4,-8,9,1,-5,8,-3,0.7,/,0.4
CC1(C)CC(NC(=O)Cc2ccc(Cl)cc2)CC(C)(C)N1,0.3,-6,2,0,53*,-5,-13,i,1,1.4
COc1ccc(NC(=O)C2(c3ccccc3)CCCC2)cc1,-0.5,-12,-1,2,21,4,-9,-0.4,-4,-2.5
Cc1cc(C(=O)NC2CCCc3ccccc32)no1 (stereo unspecified),-1.6,-20,-2,-4,4,0,2,i,-2,/
CCOC(=O)C1CCN(C(=O)Cc2ccccc2OC)CC1,-2.3,-1,1,4,13,11,-6,2.1,1,0.7
O=C(ON=C1CCN(c2ccc([N+](=O)[O-])cc2)CC1)c1ccccc1,0.0,-5,-8,1,31,-3,2,i,0,/
CN(C)N1C(N)=C(C#N)C(c2cccc3ccccc23)C2=C1CC(c1ccccc1)CC2=O (stereo unspecified),0.4,1,7,19,26,6,-1,-0.2,6,/
COc1cccc(OCCOc2cccc(/C=N/n3cnnc3)c2)c1,-0.4,/,-7,2,7,-5,-1,4.2,-5,/
CCOC(=O)c1cc(C(=O)n2cc(Cl)cn2)nn1C,-0.6,5,-15,-4,1,0,0,-0.4,2,/
OCC[C@H]1C[C@@H](O)[C@H](O)[C@]2(CCCCO2)O1,-1.0,-3,7,4,7,-6,-9,1.2,/,0.4
CC(=O)[C@@]1(O)CCC2C3CC=C4C[C@@H](O)CC[C@]4(C)C3CC[C@@]21C (stereo partly specified),-1.2,0,-13,4,/,-3,-4,i,/,1.8
Cc1cc(CSc2ccccc2)ccc1NC(=O)c1ccc(Br)cc1,-0.4,-10,-10,4,-2,6,0,-0.2,3,0.4
Cc1nnc(SCC(=O)Nc2ccc(Br)cc2)n(N)c1=O,-2.4,-9,-2,3,6,6,/,0.4,1,2.4
O=C(COc1ccc2ccccc2c1)Nc1nc2ccccc2[nH]1,-0.4,0,-4,-10,-8,-17,-10,-0.6,-3,/
O=C(NN=C(Cc1ccccc1)Cc1ccccc1)c1ccccc1F,0.8,-2,-4,21,13,-6,-7,-0.3,1,0.0
CCCOc1cccc(-c2cc(C(=O)N/N=C/c3ccccn3)c3ccccc3n2)c1,?,/,-4,19,-2,/,4,i,1,3.0
Cc1oc(/C=N/NC(=O)CN(c2ccccc2Cl)S(C)(=O)=O)cc1Br,0.0,/,0,0,-7,3,-1,-0.3,7,/
COc1ccc(-n2nc(C(=O)NCC(=O)O)c3ccccc3c2=O)cc1,/,-5,12,1,-14,5,-3,-0.5,-2,0.1
O=C(Nc1cc(Cl)cc(Cl)c1)C1CCCC1,70*,-41,6,-13,33,1,4,-0.4,0,-8.1
Cc1ccc(C(=O)Oc2oc(-c3ccccc3)nc2C=Nc2ccc(N(C)C)cc2)cc1,-2.0,-4,870*,-3,12,-15,-5,-0.3,-1,1.6
CCn1c(COc2cccc(OC)c2)nnc1SCC(=O)N1CCOCC1,-0.7,-5,0,5,22,5,-7,i,2,/
CC(C)(C)c1ccc(OCC(=O)N/N=C/c2ccc(N3CCOCC3)cc2)cc1,-0.7,/,6,19,1,14,0,-0.2,3,/
Cc1[nH]n(-c2ccccc2)c(=S)c1C=NCCCN=Cc1c(C)[nH]n(-c2ccccc2)c1=S,1.5,14,-3,3,14,-10,-1,-0.2,4,7.5
COc1cc(CN2CCC(n3nccc3NC(=O)CCCc3ccccc3)CC2)ccc1F,-0.7,-12,-21,18,2,-1,1,i,-1,-0.6

# Other structures follow.
SMILES,PfHsp40 rescue,SSB-PriA inh,MazF activator,Yp Topo-I inh,VHR inh abs,Rv3671c inh,Anthrax LF prot,BH1578 lux ind,3CLpro inhibitor,TcdB GH inh
COc1ccccc1CCNC(=O)C1CCCO1 (stereo unspecified),1.1,3,-1,-3,18,-3,0,i,1,/
CC(=O)c1cc(CN2CCC(N3CCC(C(=O)N4CCCC4)CC3)CC2)cs1,1.2,7,-7,1,8,1,-9,1.5,5,-0.8
CC(=O)c1ccc(NC(=O)COC(=O)Cn2cnc3ccccc32)cc1,1.5,-8,8,-1,/,6,3,-0.3,/,1.5
Cc1nnc(NC(=O)c2ccc3ccccc3c2)o1,-1.1,-6,7,9,12,-2,-5,i,-1,/
Cc1ccc(S(=O)(=O)N2CCCC2C(=O)OCc2nc3ccccc3s2)cc1 (stereo unspecified),2.0,-19,-7,5,-20,-13,-7,/,4,/
CCOC(=O)c1nn(-c2ccccc2)c2nnc(Cc3ccc(C)cc3)c(=O)n12,2.5,-3,11,-2,2,3,1,-0.2,-4,-0.2
Cc1ccc(OCc2cc(C(=O)NC3CCCCC3)no2)cn1,-0.9,-15,7,7,-3,3,0,-1.7,1,-0.6
O=S(=O)(c1ccc(Cl)cc1)N1CCN(C2CCN(Cc3ccccc3)CC2)CC1,1.1,5,-7,18,27,-4,-1,i,0,/
CCc1ccc(N(C(=O)c2snc(C(N)=O)c2N)C(C(=O)NC2CCCC2)c2ccncc2)cc1 (stereo unspecified),4.6,-12,2,10,2,-6,10,i,-3,1.4
